LDHA block: LDHA (human) enzyme inhibition. purified LDHA, NADH/diaphorase-resazurin fluorescence; hits give low values. 0.15% of 480,000 active. P00338. activity change, % (values are at about 110 or 230 µM); in the data active = activity change below about -30%; inconclusive = mostly about -25% to -30%;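 note: plate controls were DMSO wells for no effect and wells without enzyme for full effect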
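Remaining NADH was detected by diaphorase (0.133 mg/mL) converting 37 µM resazurin to fluorescent resorufin, read at 0 and 20 minutes. The preceding 5-minute room-temperature reaction used 2 nM LDHA, 0.2 mM sodium pyruvate and 0.06 mM NADH at pH 7.4.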
GRP78 ERSR act: ER stress response induction in glioma; U87-MG GRP78 promoter luciferase reporter, 16 h; 0.02% of 420,000 active; Potency, µM, for inactives: top-dose activation, actives largely listed as activators; note: potency is the fitted concentration of half-maximal effect; series mostly up to about 76 µM; % of control where 0% means no effect; nearly all actives have a fitted effect of over 35% in size
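Stably transfected U87-MG human glioma cells carrying a GRP78-based luminescent sensor were seeded at 1000 cells/well, pin-dosed with compounds and incubated 16 h. Luciferase reagent was then added, and end-point luminescence was read after 10 min at room temperature.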
Vif-A3G inh: Vif-A3G binding inhibition; Q9HC16; AID 602310; Potency, µM (series often up to 46.1 µM), for inactives: at the highest dose activity, negative = active, hits mostly inhibitors; 0.076% of 410,000 active; HeLa A3G-eYFP + Vif (tagged APOBEC3G with the HIV-1 protein that degrades it), YFP fluorescence, overnight;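 note: potency is the fitted concentration of half-maximal effect; % is set by controls: 0 for no effect and ±100 for the full control effect; nearly all actives have a fitted effect of over 60% in size; hits raise eYFP signal because A3G escapes Vif-driven loss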
Target sequence (Q9HC16 whole entry, looked up): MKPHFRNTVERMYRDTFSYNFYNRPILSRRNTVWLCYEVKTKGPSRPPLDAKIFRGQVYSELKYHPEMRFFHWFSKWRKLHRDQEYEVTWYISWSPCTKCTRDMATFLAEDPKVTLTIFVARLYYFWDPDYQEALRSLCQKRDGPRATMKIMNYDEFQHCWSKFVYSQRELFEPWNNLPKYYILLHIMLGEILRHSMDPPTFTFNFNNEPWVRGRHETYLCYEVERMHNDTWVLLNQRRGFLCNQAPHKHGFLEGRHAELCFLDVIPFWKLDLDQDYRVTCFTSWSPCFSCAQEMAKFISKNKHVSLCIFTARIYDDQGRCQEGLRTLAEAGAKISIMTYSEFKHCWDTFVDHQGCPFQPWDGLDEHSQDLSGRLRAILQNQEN
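HeLa cells stably expressing Vif and C-terminally eYFP-tagged A3G, seeded overnight at 37 deg C, then exposed to compound by pintool overnight at 37 deg C. Rise in yellow fluorescence (Ex 488/Em 500-530, Acumen) marks blocked Vif-driven A3G degradation.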
* = called active by the depositor; ? = inconclusive. Unless noted, calls come from the whole dose curve; as a rule, active = well fitted curve in the direction sought with a large enough effect; inconclusive = small, poorly fitted or top-dose-only effect, or another doubt; inactive = no such curve, though single readings can be large; an effect the other way counts as inactive or inconclusive. A portion of the library; rates above refer to the full screens.

SMILES	LDHA block	GRP78 ERSR act	Vif-A3G inh
Cc1noc(C)c1-c1ccc(C(=O)NC2CCCCC2)c2occc12	-3	7%	-3%
COCCNC(=O)C1CCCN(C(=O)c2nc3ccccc3s2)CC1 (centres undefined)	-10	6%	0%
c1cc(N2CCOCC2)ccc1-c1ccc2nncn2c1	-6	-8%	-2%
CCc1nc2c(OCc3c(C)noc3C)cccn2c1N(C=O)Cc1ccc(OC)cc1	6	-1%	-2%
CCCCNC(=O)C1(C)CCN1C(=O)c1oc2ccccc2c1C (centres undefined)	1	-2%	-6%
O=c1ncccn1C1OC(CO)C(O)C1O (centres undefined)	-4	-3%	-22%
COc1ccccc1-c1cnc(C(O)c2ccc(C)cc2)[nH]1 (centres undefined)	-3	4%	-9%
O=C(NCc1cccc(Cl)c1)C1Cc2c(-c3cccc(F)c3)ccnc2O1 (centres undefined)	-9	-3%	-22%
COc1ccc(-c2ccc(C(=O)Nc3ccc(NC(C)=O)cc3)c3occc23)c(C)c1	-3	-5%	-6%
CC1(C(=O)NS(=O)(=O)c2ccc(Cl)cc2)CCN1C(=O)c1ccccc1 (centres undefined)	-19	-3%	-5%
O=C(OCc1ccccc1)N1Cc2ccnnc2CC1c1ccccc1Br (centres undefined)	-7	-2%	-1%
O=C(CC[C@H]1O[C@@H](n2ccc(=O)[nH]c2=O)[C@H](O)[C@@H]1O)NCc1ccccc1	-4	-3%	4%
COc1cc(NC(=O)c2ccc(-c3cnn(C)c3)c3ccoc23)cc(OC)c1OC	-4	3%	-6%
CC(C)CNC(=O)C1(C)CCCN1C(=O)C(C)(C)Oc1ccc(Cl)cc1 (centres undefined)	-6	-4%	-3%
c1csc(CNc2nc(Oc3ccncc3)c3sccc3n2)c1	-5	-2%	2%
O=C(NC(c1ccccc1)c1ccsc1)C1CCN(Cc2ccccc2)CC1 (centres undefined)	-6	1%	-1%
CC(=O)c1cccc(-c2cnc3c(NC=O)cc(-c4ccc(F)cc4)cn23)c1	2	-1%	-18%
Nc1ccn(C2OC(CO)C(O)C2F)c(=O)n1 (centres undefined)	-6	-1%	-1%
Cc1ccc(S(=O)(=O)N(C)C[C@@H]2OCc3cn(nn3)CCCC(=O)N([C@H](C)CO)C[C@H]2C)cc1	-11	-6%	0%
COC(=O)c1ccc2nc(-c3ccc(OC)c(OC)c3)c(Cc3ccccc3)n2c1	-3	0%	-14%
CN(C)c1ccc(-c2ccnc3c2CC(C)(C(=O)NCc2cccc(Cl)c2)O3)cc1 (centres undefined)	-4	-3%	-4%
CCCCNC(=O)C1(C)CCN1C(=O)c1cc2ccccc2s1 (centres undefined)	2	-3%	-2%
CC1(C(=O)NCc2ccc3c(c2)OCO3)CCN1C(=O)CCc1ccc(Cl)cc1Cl (centres undefined)	0	-2%	-4%
OC(c1ccc(Cl)cc1)c1ncc(-c2ccccc2F)[nH]1 (centres undefined)	-14	3%	-3%
CC1(C(=O)NS(=O)(=O)c2ccccc2)CCN1C(=O)C/C=C/c1ccccc1 (centres undefined)	-7	-3%	-2%
CCOC(=O)C1(C)CCCN1C(=O)c1c(F)cccc1F (centres undefined)	-5	-2%	2%
CC(C)NC(=O)c1cc(-c2ccc(F)cc2OC(C)C)n[nH]1	-9	-3%	-5%
COc1ccc2c(c1)C(C)(Cc1ccc(C(=O)c3ccccc3)cc1)C(=O)N2 (centres undefined)	-1	-2%	-10%
c1ccc(COc2cccc(-c3cc4nc(NCCOc5ccccc5)ccn4n3)c2)cc1	-10	-3%	-2%
COCCNc1nc(Oc2ccc(NC(C)=O)cc2)c2sc(-c3ccccc3)cc2n1	-8	-3%	-8%
Cn1ccc2c(-c3ccc(F)cc3)cc3c(c21)C1CCC3C1 (centres undefined)	-4	-3%	-2%
Cc1c(C(=O)NCc2ccc(F)cc2)sc(=O)n1Cc1ccccc1	-2	-2%	-3%
NC(c1csc(Nc2cc(Oc3ccccc3)ncn2)n1)C1CCCCC1 (centres undefined)	-12	-11%	-23%
CC(=O)Nc1cc(-c2cccc(NS(C)(=O)=O)c2)cn2c(-c3ccccc3)cnc12	-1	0%	-17%
COc1c(C)cc(C(O)c2ncc(-c3ccc(C(F)(F)F)cc3)[nH]2)cc1C (centres undefined)	-12	-4%	0%
O=C(NCc1cccnc1)c1csc([C@H]2C[C@H](O)[C@@H](CO)O2)n1	-4	-5%	3%
Cc1ccc(C)c(CC(=O)N2CCCCC2c2cc(C(=O)Nc3cccc(C#N)c3)no2)c1 (centres undefined)	-8	-2%	-7%
COc1cc(CN2C[C@@H](CO)O[C@@H](n3cnc4c(NCCN(C)C)ncnc43)C2)cc(OC)c1OC	1	-2%	0%
COc1ccc(C(O)c2ncc(-c3ccccc3)[nH]2)cc1 (centres undefined)	-2	1%	-7%
CN(C(=O)C1Cc2c(-c3ccc(Cl)cc3)ccnc2O1)c1ccccc1 (centres undefined)	-11	-4%	-5%
CC(=O)Nc1ccc(-c2ccnc3c2CC(C(=O)Nc2cccc(C(C)=O)c2)O3)cc1 (centres undefined)	-9	-3%	-15%
COC(=O)c1ccc2nc(-c3ccc(F)cc3)c(Cc3ccsc3)n2c1	1	4%	-17%
COc1ccccc1CNC(=O)Nc1nnc([C@H]2C[C@H](O)[C@@H](CO)O2)s1	-9	-2%	0%
CC(=O)Nc1ccc(CNc2nc(NCC3CC3)nc3ccsc23)cc1	-2	-1%	-10%
COc1ccc(-c2coc3c(C(=O)NCc4ccc(C(F)(F)F)cc4)cccc23)c(C)c1	-5	-2%	-4%
O=C(Nc1ccc2c(c1)OCO2)c1cc(C2CCCCN2S(=O)(=O)c2ccccc2)on1 (centres undefined)	1	1%	0%
COCCCNc1ccn2nc(-c3ccc(OCCN4CCOCC4)cc3)cc2n1	3	5%	-3%
CCOc1ccc(Cl)cc1-c1cc(C(=O)NCc2ccccc2)[nH]n1	-6	2%	-3%

Structures from the list above containing a Cl atom:
SMILES	LDHA block	GRP78 ERSR act	Vif-A3G inh
O=C(NCc1cccc(Cl)c1)C1Cc2c(-c3cccc(F)c3)ccnc2O1 (centres undefined)	-9	-3%	-22%
CC1(C(=O)NS(=O)(=O)c2ccc(Cl)cc2)CCN1C(=O)c1ccccc1 (centres undefined)	-19	-3%	-5%
CC(C)CNC(=O)C1(C)CCCN1C(=O)C(C)(C)Oc1ccc(Cl)cc1 (centres undefined)	-6	-4%	-3%
CN(C)c1ccc(-c2ccnc3c2CC(C)(C(=O)NCc2cccc(Cl)c2)O3)cc1 (centres undefined)	-4	-3%	-4%
CC1(C(=O)NCc2ccc3c(c2)OCO3)CCN1C(=O)CCc1ccc(Cl)cc1Cl (centres undefined)	0	-2%	-4%
OC(c1ccc(Cl)cc1)c1ncc(-c2ccccc2F)[nH]1 (centres undefined)	-14	3%	-3%
CN(C(=O)C1Cc2c(-c3ccc(Cl)cc3)ccnc2O1)c1ccccc1 (centres undefined)	-11	-4%	-5%
CCOc1ccc(Cl)cc1-c1cc(C(=O)NCc2ccccc2)[nH]n1	-6	2%	-3%

Next section
SMILES	LDHA block	GRP78 ERSR act	Vif-A3G inh
CC1(C(=O)Nc2ccc(Cl)cc2)Cc2c(-c3cccc(C(F)(F)F)c3)ccnc2O1 (centres undefined)	-5	-3%	-9%
COc1ccc(-c2cc(NC=O)c3ncc(-c4cccc(C(C)=O)c4)n3c2)cc1	-2	3%	?
COc1ccccc1CNc1nc(NCCNC(C)=O)c2sccc2n1	-5	-2%	-1%
c1cc(-c2ccsc2)n2ccnc2c1	0	-1%	-1%
COc1cccc(-c2cnc3c(NC=O)cc(-c4ccc(O)c(OC)c4)cn23)c1	4	-6%	-20%
O=C(Nc1ccc(F)c(Cl)c1)c1cc(C2CCCCN2C(=O)c2cccs2)on1 (centres undefined)	-4	-4%	0%
O=C(Nc1ccc(S(=O)(=O)Nc2nccs2)cc1)c1ccncc1	-2	-3%	0%
CCc1nc2ccc(C(=O)NCCCN3CCCC3=O)cn2c1N(C)Cc1ccc(OC)cc1	0	-1%	0%
COc1cccc(CN(C)C(=O)CC[C@H]2O[C@@H](n3ccc(=O)[nH]c3=O)[C@H](O)[C@@H]2O)c1	-3	0%	2%
Clc1cccc(-c2nc3ccc(Br)cn3c2Cc2ccccc2)c1	-4	5%	-11%
OC[C@@H]1CN(CCNc2ccccc2)C[C@H](n2cnc3c(NCc4ccncc4)ncnc32)O1	-1	-2%	-2%
COc1ccc(-c2nc3c4ccccc4ccn3c2Cc2cccc(F)c2)cc1OC	-1	-2%	?
CC1(C(=O)Nc2cccc3cccnc23)CCN1Cc1csc2ccccc12 (centres undefined)	-3	-6%	2%
CC(C)(C)c1ccc(S(=O)(=O)NC(=O)C2(C)CCN2C(=O)c2cccc3ccccc23)cc1 (centres undefined)	-5	0%	-4%
CCOC(=O)C(=O)N(C)c1c(CC)nc2c(OCc3ccc(Cl)cc3)cccn12	-4	-1%	-2%
COc1ccc(C(O)c2nc(-c3cccc4cccnc34)cs2)cc1 (centres undefined)	-5	1%	0%
Cc1cccc(C)c1C(O)c1ncc(-c2ccccc2C(F)(F)F)[nH]1 (centres undefined)	4	-3%	-1%
CCOC(=O)C1=CCC(c2cccc(Cl)c2)N(S(=O)(=O)c2ccc(C)cc2)C1 (centres undefined)	-3	4%	-3%
CC1(C(=O)NS(=O)(=O)c2ccccc2Cl)CCN1C(=O)c1cccc2ccccc12 (centres undefined)	-8	-3%	1%
FC(F)(F)c1ccccc1Cc1c(-c2ccc(Cl)cc2)nc2ccc(Cl)cn12	-3	3%	-11%
COc1cc2oc(=O)cc(CN3CCN(C(C)=O)CC3)c2cc1Cl	-2	-5%	2%
COc1ccc(C(O)c2ncc(-c3cccc(C(F)(F)F)c3)[nH]2)cc1F (centres undefined)	-1	-2%	-20%
COC(=O)c1ccc(CC2(C)C(=O)Nc3ccc(-c4cccc(C(F)(F)F)c4)cc32)o1 (centres undefined)	5	-10%	3%
Cn1nc(C(C)(C)C)cc1C(=O)N1CCC(C)(C(=O)NS(=O)(=O)C2CC2)C1 (centres undefined)	-8	-2%	-3%
CC(C)C(N)c1csc(Nc2nncc3ccccc23)n1 (centres undefined)	1	-4%	-7%
FC(F)(F)c1cccc(-c2cc3nc(NCCCn4ccnc4)ccn3n2)c1	2	0%	2%
CC1(C(=O)NS(=O)(=O)c2cccc(C#N)c2)CCN1C(=O)c1ccc(C2CCCCC2)cc1 (centres undefined)	-2	3%	-2%
COC(=O)Cc1ccc(OC2(C)CCN(Cc3ccc(-c4ccccn4)cc3)C2)cc1 (centres undefined)	-7	-1%	1%
CCOC(=O)C1=CCN(S(=O)(=O)c2ccc(C)cc2)C1c1cccc(Br)c1 (centres undefined)	-12	-4%	0%
CCOC(=O)C1=CCN(S(=O)(=O)c2ccccc2C)C1c1cccc(Br)c1 (centres undefined)	-3	-4%	-11%
NC(Cc1ccccc1)c1csc(NC(=O)c2cccc(OC(F)(F)F)c2)n1 (centres undefined)	5	-12%	-12%
O=C(Nc1ccc(Cl)cc1)C1Cc2c(-c3ccccc3Oc3ccccc3)ccnc2O1 (centres undefined)	2	-2%	-1%
COCCNc1nc(Nc2ccc(Cl)cc2F)c2sccc2n1	-8	-2%	-13%
CC1(C(=O)NS(=O)(=O)c2cccc(C#N)c2)CCN1C(=O)CC1CC1 (centres undefined)	2	-4%	-1%
CCCNC(=O)C1(C)CCCN(C/C=C/c2ccccc2)C1 (centres undefined)	-5	-2%	1%
CC(=O)Nc1cccc(-c2cc(NC(C)=O)c3ncc(-c4cccc(C(F)(F)F)c4)n3c2)c1	3	15%	?
CCOC(=O)C1(C)CCN1C(=O)c1ccc(F)c(Cl)c1 (centres undefined)	3	2%	1%
O=C(Nc1c(-c2ccc3c(c2)OCO3)[nH][nH]c1=O)c1cnccn1	-2	-1%	2%
Cn1c(OCC2CCCO2)nc2cc(-c3ccccc3)sc2c1=O (centres undefined)	-1	0%	-10%
COc1cc(OC)nc(Nc2nc(C(N)COCc3ccccc3)cs2)n1 (centres undefined)	-7	-3%	-22%
COc1ccc(CC(N)c2csc(NC(=O)NCCc3ccccc3)n2)cc1 (centres undefined)	-10	-3%	-14%
CC1(C(=O)NS(=O)(=O)c2ccc(C#N)cc2)CCN1C(=O)C1(c2ccccc2)CCCC1 (centres undefined)	-2	-1%	-9%
Nc1nc2c(ncn2[C@@H]2O[C@H](CNS(=O)(=O)C3CC3)[C@@H](O)[C@H]2O)c(=O)[nH]1	-5	1%	0%
COC(=O)N1CCCC(c2cc(C(=O)Nc3ccccc3Cl)no2)C1 (centres undefined)	-7	-2%	1%
Cc1ccc(CNC(=O)Nc2nnc([C@H]3C[C@H](O)[C@@H](CO)O3)s2)cc1	-2	-8%	3%
CCCNC(=O)c1cc(C2CCCN(S(=O)(=O)c3cccc4cccnc34)C2)on1 (centres undefined)	-7	-4%	-1%
CCc1nc2ccc(C(=O)N(C)Cc3ccccc3)cn2c1N(CC)CCN(C)C	-1	-1%	-1%
